FUS yeast rescue: suppressors of FUS proteinopathy in yeast; Potency, µM (top dose mostly 76.6 µM), for the others: top-dose growth rescue (activation), actives largely listed as activators; S. cerevisiae FUS-expressing, growth rescue, OD600, 24 h; actives 0.24% (n = 390,000);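 further: potency means the concentration at half of the fitted maximal effect; plate controls were DMSO vehicle for no effect and reference control for full effect; nearly all actives have a fitted effect of over 55% in size; some results filed as inactive show a strong effect at the top dose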
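S. cerevisiae expressing FUS from galactose induction served as the toxicity model. Growth after 24hr at 30C, read as absorbance at 600 nm, indicates suppression of toxicity; compounds dosed at several concentrations.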
D3 ag: agonists of human D3 dopamine receptor | max activation, % | P35462 | D3R DiscoveRx beta-arrestin cells, luminescence, 90 min | actives 0.58% (n = 410,000); in the data active means max activation above about 30%; further: 0% is about no effect; mostly tested at two doses, the higher about 12 µM
Target sequence (P35462 whole entry, looked up): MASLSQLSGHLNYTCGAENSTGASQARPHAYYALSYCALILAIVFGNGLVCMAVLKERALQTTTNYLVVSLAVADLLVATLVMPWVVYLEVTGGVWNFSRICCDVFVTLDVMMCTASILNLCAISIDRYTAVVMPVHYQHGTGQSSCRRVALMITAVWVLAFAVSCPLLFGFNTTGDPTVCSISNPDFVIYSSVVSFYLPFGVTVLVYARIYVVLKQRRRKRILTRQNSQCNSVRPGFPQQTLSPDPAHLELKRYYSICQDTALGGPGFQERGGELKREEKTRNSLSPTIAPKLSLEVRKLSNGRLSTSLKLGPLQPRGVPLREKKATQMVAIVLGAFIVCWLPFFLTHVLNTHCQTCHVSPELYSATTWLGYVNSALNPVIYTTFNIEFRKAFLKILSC
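Cells at 1500/well, incubated overnight, then treated with pinned compounds (dopamine as control) for 90 min at 37 degrees C. DiscoveRx reagent added for 30 - 60 minutes at room temperature; luminescence read.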
TDP43 rescue: rescues yeast growth from TDP-43 toxicity; Potency, µM (highest dose often 46.1 µM), for inactives: top-dose growth rescue (activation), most hits filed as activators; AID 652104; actives 1.8% (n = 410,000); TDP-43 expressing yeast growth rescue, BacTiter-Glo, 24 h; further: potency means the concentration at half of the fitted maximal effect; % of control where 0% means no effect; nearly all actives have a fitted effect of over 50% in size
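Growth rescue of TDP-43-toxic yeast measured as ATP luminescence (BacTiter-Glo). Cells grown to mid-log in raffinose, induced in galactose at OD600=0.02, exposed to compound 24 hr at 30 deg C.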
Abeta yeast res: compounds reversing amyloid beta toxicity in yeast. yeast expressing A-beta42, growth rescue, OD600, 48 h; response scale: 0% DMSO, 100% iron-clioquinol control. Potency, µM (highest dose often 46.1 µM), inactives show at the top dose growth rescue, hits mostly activators. actives 0.063% (n = 410,000); further: potency means the concentration at half of the fitted maximal effect; nearly all actives have a fitted effect of over 55% in size
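Growth rescue measured by 600 nm absorbance after 48 h yeast culture at 30 C with compound. Values normalized between DMSO and an equimolar ferric chloride plus clioquinol control.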
EPAC2 ag: EPAC2 (human) agonism. EPAC2 activation, biochemical qHTS; response scale: 100% = 6.5 mM cAMP response. Q8WZA2. actives 0.079% (n = 360,000). Potency, µM (series often up to 154 µM), for inactives: at the highest dose activation, most hits filed as activators; further: potency means the concentration at half of the fitted maximal effect; nearly all actives have a fitted effect of over 50% in size
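EPAC2 (100 nM) mixed with Rap1B loaded with BODIPY-GDP (250 nM) plus 50 uM unlabeled GDP; compounds pinned in, 5 min RT, then read every 5 min for 30 min (ex 480, em 540 nm). Normalized to cAMP control.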
aSyn yeast inh: alpha-synuclein toxicity inhibition in yeast; Yeast expressing alpha-synuclein, growth rescue, BacTiter-Glo, 24 h; Potency, µM (series often up to 46.1 µM), inactives show at the highest dose growth rescue (activation), actives largely listed as activators; actives 0.14% (n = 370,000); further: potency means the concentration at half of the fitted maximal effect; % of control where 0% means no effect; nearly all actives have a fitted effect of over 65% in size
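Galactose-induced alpha-syn yeast (OD600=0.02, raffinose-pregrown) + pinned cpd, 24 hr, 30 deg C; growth by BacTiter-Glo luminescence. Growth restoration scores as activation.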
EPAC2 antag: EPAC2 (human) antagonism; Q8WZA2; Potency, µM (series often up to 114 µM), for inactives: at the highest dose activity, negative = inhibition, most hits filed as inhibitors; AID 720708; actives 0.18% (n = 360,000); EPAC2 GEF exchange of Rap1B-BODIPY-GDP, fluorescence; further: potency means the concentration at half of the fitted maximal effect; on the % scale 0 is the no-effect control and ±100 the full control effect; nearly all actives have a fitted effect of over 45% in size; many of its hits are not listed in these tables
D3 antag: D3 dopamine receptor (human) antagonism; P35462; max response, negative = inhibition, %; D3R cells, DiscoveRx beta-arrestin luminescence, antagonist mode; active compounds read low; actives 2.5% (n = 360,000); in the data active means max response below about -50%; inconclusive means no clear call, values can overlap the other calls; further: on the % scale 0 is the no-effect control and ±100 the full control effect; mostly tested at two doses, the higher about 12 µM
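Cells expressing the human receptor were seeded at 1500 cells/well, incubated overnight at 37 degrees C in 5% CO2, then exposed to library compounds with dopamine controls for 90 minutes at 37 degrees C before luminescent detection.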
* hit, by the source's call; ? = inconclusive; . = not tested or not shown; & = joins results of further samples; [ ] = another dose, or the depositor's remark. Unless noted, the call rests on the fitted dose curve; in most records, active means well fitted curve in the direction sought with a large enough effect; inconclusive means small, poorly fitted or top-dose-only effect, or another doubt; inactive means no such curve, though single readings can be large; an effect the other way counts as inactive or inconclusive.

The line under a structure holds: FUS yeast rescue, D3 ag, TDP43 rescue, Abeta yeast res, EPAC2 ag, aSyn yeast inh, EPAC2 antag, D3 antag
O=C(CN1CCN(c2ccccc2F)CC1)N1CCc2ccccc21
 : -12%, -12, -6%, 7%, 9%, 5%, 5%, -54*
COCCn1nc2cc(C(=O)NCC34CC5CC(CC(C5)C3)C4)ccc2c1OC
 : 4%, 1, 27%, 2%, 7%, 1%, 5%, 5
COc1cc(/C=N/NC(=O)CCN2CCN(C)CC2)cc2c1OCO2
 : ., -23, -4%, -9%, 12%, -9%, -4%, 0
CCOc1ccc(S(=O)(=O)NCCC(=O)OCC(=O)c2ccc(NC(C)=O)cc2)cc1
 : 24%, 3, 16%, 9%, 5%, 17%, -2%, 5
COC(=O)c1ccc(Sc2nnnn2-c2ccccc2)c([N+](=O)[O-])c1
 : 7%, -15, ?, -43%[inhibitor], 2%, 1%, -11%, -21
COCCCNC(=O)CNC(=S)N(Cc1ccccc1)Cc1cccnc1
 : -19%, 5, 11%, 6%, 0%, 4%, 11%, 12
CCN(CC)C(=O)Cn1c(=O)nc(-c2ccccc2F)c2cc(Cl)ccc21
 : -13%, -3, 25%, -10%, ., ., ., .
COc1ccccc1C(=O)Nc1c(C)n(C)n(-c2ccccc2)c1=O
 : 18%, 0, ?, 8%, 4%, -10%, 14%, -19
CC1(NC(=S)N(CCO)CCO)CCS(=O)(=O)C1 (stereo unspecified)
 : 8%, 3, -5%, -3%, -3%, -2%, 13%, -1
CCCCCC(/C=N/Nc1ccc(S(=O)(=O)N2CCOCC2)cc1[N+](=O)[O-])=C\c1ccccc1
 : 15%, 0, -2%, 9%, -1%, -4%, 5%, 3
CNc1ccc(S(=O)(=O)NCC(=O)OCC(=O)Nc2cccc(Cl)c2Cl)cc1[N+](=O)[O-]
 : ., -3, 14%, 14%, 6%, 6%, -4%, 0
Cc1sc2ccccc2[n+]1CC(=O)O
 : 27%, -11, 6%, 9%, 1%, -4%, 0%, -18
COCC(C)n1c(SCC(=O)NC2CCCCC2)nc2ccccc2c1=O (stereo unspecified)
 : -3%, -8, 24%, 6%, -5%, 2%, 8%, 8
COc1cccc(CN2CCN(Cc3ccc(O)cc3)CC2CCO)c1 (stereo unspecified)
 : -16%, -3, -2%, -2%, 6%, 4%, 11%, -21
CCCCCCn1cc(C(=O)O)c(=O)c2cc(F)c(N3CCN(C)CC3)cc21
 : -5%, 6, 5%, -5%, 0%, 1%, -3%, 16
O=C(CSc1nnc(-c2ccccc2)n1-c1ccccc1)N1c2ccccc2Sc2ccccc21
 : -3%, 7, -7%, 18%, 0%, -1%, -1%, 8
COc1cc2c(cc1OC)C(COc1ccccc1OC)N(C(=O)c1ccco1)CC2 (stereo unspecified)
 : ?, -2, -19%, -16%, 8%, 18%, -10%, 15
CN1CCN(c2nc3c(c(=O)[nH]c(=O)n3C)n2Cc2ccc([N+](=O)[O-])cc2)CC1
 : -7%, -10, -15%, -21%, 0%, -13%, 3%, -24
O=C(Cc1ccc([N+](=O)[O-])cc1)Nc1ccon1
 : 3%, 1, 14%, 0%, -2%, 5%, -12%, 13
COc1ccccc1N1CCN(C(=O)CSc2nnc3c4ccccc4n(CC(=O)O)c3n2)CC1
 : ., 5, -1%, -9%, 3%, -1%, 10%, 19
O=C(CSc1nccc(-c2cccs2)n1)Nc1ccccc1
 : 14%, 5, -10%, -6%, 2%, 2%, -5%, -2
C=CCNC(=O)/C(C#N)=C/c1ccccc1OCc1ccc(C(=O)OC)cc1
 : -3%, -1, -17%, -12%, 14%, -8%, 2%[57.1 µM], 0
O=C(CNc1ccc(Br)cc1)c1ccccc1
 : 7%, -9, 17%, 4%, -1%, 5%, 4%, -9
COc1cccc(NC(=O)N2CCCC2C(=O)Nc2ccc3c(c2)OCCO3)c1 (stereo unspecified)
 : -5%, 1, 6%, 8%, 3%, 1%, -2%, -9
COCCCn1c(=O)c2ccccc2c2ccccc2c1=O
 : -16%, 0, 16%, 0%, -17%, 4%, 5%, 2
Cc1c(C(=O)N2CCCC2)oc2c1-c1nn(CC(=O)NCCCN3CCCCC3C)cc1CC2 (stereo unspecified)
 : 34%, 2, -19%, -14%, -9%, -2%, 6%, -10
CC12CCC(=O)N1C(C(=O)NCc1ccccc1Cl)CS2 (stereo unspecified)
 : 1%, -19, -11%, -4%, 5%, -10%, 8%, -12
COC(=O)c1ccc(CSc2ccc3nnc(-c4ccccn4)n3n2)o1
 : 2%, 2, 25%, 12%, 2%, 8%, 23%, -8
Cc1ccc2cccc(NC(=O)C(C)Oc3ccc(C)c(C)c3)c2n1 (stereo unspecified)
 : 16%, 4, 20%, -14%, ., ., ., .
CNc1ncnc2c1ncn2[C@H]1CN(C2CCCC2)C[C@@H](CO)O1
 : -23%, 8, 15%, -7%, 7%, 0%, 12%, 13
Cc1ccc(C(OCC(O)CNC(CO)C(O)c2ccc([N+](=O)[O-])cc2)c2ccccc2)cc1 (stereo unspecified)
 : 15%, -1, -12%, -1%, 14%, 1%, -14%, ?
Cn1ccnc1C(O)(c1ccccc1)c1ccccc1
 : 1%, -5, -2%, 0%, 15%, -4%, -3%, -4
COc1cc(S(=O)(=O)N2CCN(Cc3ccccc3)CC2)ccc1Br
 : -31%, -5, 8%, -11%[9.22 µM], 16%, 21%, -8%, ?
COc1ccccc1Sc1nc(-c2ccccn2)ncc1OC
 : 4%, -17, ?, 33%, -1%, -4%, -29%, -4
CC(C)c1ccc(S(=O)(=O)N2CCN(C(=S)NCc3ccco3)CC2)cc1
 : ., 0, 6%, 21%, -8%, 2%, 6%, 13
Nn1c(SCc2ccc(Br)cc2)nnc1-c1ccncc1
 : -22%, 4, 12%, -7%, -1%, 9%, 2%, 11
CCc1cc(=O)oc2cc3occ(C)c3cc12
 : -15%, -4, 0%, 2%, -8%, 11%, -5%, 7
CN1CCN(NC(=O)c2cn(-c3ccccc3)nc2-c2ccc(OC(F)F)cc2)CC1
 : 3%, -8, 12%, -20%, 0%, 0%, -3%, 12
COc1ccc(-c2nc3cc(NC(=O)c4ccc(C)cc4)ccc3o2)cc1Cl
 : 17%, -8, 3%, -23%, ., ., ., .
CCOc1cc(N2CCOCC2)c(OCC)cc1NC(=O)COc1cccc(Cl)c1
 : 5%, 2, -6%, 11%, -9%, -3%, 12%, 26
CC(O)c1cccc(NC(=O)Nc2cccc(NC(=O)Nc3cccc(C(C)O)c3)c2)c1 (stereo unspecified)
 : -6%, 0, 9%, 11%, -2%, -3%, 4%, 3
CCOC(=O)c1ccccc1NC(=O)c1cn(CC(C)C)c(=O)c2cc(OC)c(OC)cc12
 : -20%, 7, 17%, -5%, ., ., ., .
CCc1nc2ccc(C(=O)NCCc3ccc(OC)c(OC)c3)cc2nc1CC
 : 13%&-3%, 7&-1, 16%&23%, 3%&-3%, 1%, -1%, 1%, 0
COCCN(CCOC)S(=O)(=O)c1ccc(NC(=O)c2cnccn2)cc1
 : -3%, -5, -8%, 4%, 2%, -2%, 1%, -2
Cc1ccc(C)c(N2CCN(c3ncnc4c3nc3n4CCCC3)CC2)c1
 : 10%, -9, 13%, -31%, ., ., ., .
CC1CN(S(=O)(=O)c2cccc(-c3csc(-c4ccccc4)n3)c2)CC(C)O1 (stereo unspecified)
 : 6%, -1, -11%, -3%, 11%, 0%, -3%, ?
CNc1ncc(C(=O)c2ccc(Cl)c(Cl)c2)s1
 : 8%, -2, ?, -9%, 7%, -5%, -3%, -9
CCOC(=O)C1=C(CSc2nc3c(cc2C#N)CN(C)CC3)OC(N)=C(C#N)C1c1ccncc1 (stereo unspecified)
 : ., 3, 20%, 11%, 12%, -4%, 10%, 3
O=c1cc(-c2ccccc2)oc2ccc(O)cc12
 : 5%, -6, 22%, -10%, -4%, 12%, -6%, 14
Cc1cc(C(=O)NCCCN2CCN(c3cc(Cl)ccc3C)CC2)n(-c2ccccc2)n1
 : 3%, -12, 16%, 0%, 4%, 3%, -20%, -65*
O=C(NC(Cc1c[nH]c2ccccc12)C(=O)O)c1ccccc1 (stereo unspecified)
 : -5%, 1, 3%, 10%, -7%, ., 6%, 7
CCOc1ccc(C(=O)Nc2ccccc2N2CCOCC2)cc1
 : 6%, -11, 9%, 0%, 11%, -2%, -4%, 13
Cc1cc(C)cc(-n2ccn(CC(=O)Nc3cc(C)ccc3C)c(=O)c2=O)c1
 : 15%, -14, 10%, 10%, ., ., ., .
Cc1nc(N2CCOCC2)nc(OCCN(C)C)c1[N+](=O)[O-]
 : 0%, 1, -6%, -11%, 5%, 2%, 4%, -7
CCN1C[C@@H]2[C@@H]3C(=O)N(Cc4ccccc4)C(=O)[C@@H]3[C@](C)(C(=O)OC)N2C1=NC1CCCCC1
 : -16%, -2, 22%, -7%, 4%, 0%, 5%, 17
Cc1ccc(N2CN=c3s/c(=C\c4cccnc4)c(=O)n3C2)cc1
 : -3%, -1, 1%, 3%, -1%, -1%, 0%, -5
COc1cccc(-n2c(=O)c3cc(OC)c(OC)cc3n(CC(=O)Nc3ccc(F)cc3)c2=O)c1
 : 8%, -3, 8%, -12%, ., ., ., .
CC(Sc1nnc(-c2ccco2)n1C)C(=O)Nc1ccc(N2CCOCC2)cc1 (stereo unspecified)
 : 2%, 6, -7%, -12%, 8%, 7%, 1%, 9
Cc1cc(C)cc(-n2c(SCC(=O)Nc3ccccc3)nc3c(oc4ccccc43)c2=O)c1
 : 1%, 9, 14%, -7%, ., ., ., .
CCn1ccnc1CN1CCc2c([nH]c3ccccc23)C1CC(C)C (stereo unspecified)
 : 6%, 0, 18%, -3%, 1%, 2%, -16%, 13
CN(C(=O)CS(=O)(=O)Cc1ccccc1Cl)c1ccccc1
 : -9%, 0, 9%, 4%, 6%, 5%, -6%, -9
O=C(Cn1nnc(-c2ccncc2)n1)Nc1ccc2c(c1)CCC2
 : 7%, 8, -5%, 15%, -10%, 3%, -5%, 19
Cc1cccc(NC(=O)c2cc3c(=O)n(Cc4ccco4)ccc3nc2C)c1
 : 29%, -1, 16%, 15%, ., ., ., .

Structures above that contain a cyano group, in the order listed:
The line under a structure holds: FUS yeast rescue, D3 ag, TDP43 rescue, Abeta yeast res, EPAC2 ag, aSyn yeast inh, EPAC2 antag, D3 antag
C=CCNC(=O)/C(C#N)=C/c1ccccc1OCc1ccc(C(=O)OC)cc1
 : -3%, -1, -17%, -12%, 14%, -8%, 2%[57.1 µM], 0
CCOC(=O)C1=C(CSc2nc3c(cc2C#N)CN(C)CC3)OC(N)=C(C#N)C1c1ccncc1 (stereo unspecified)
 : ., 3, 20%, 11%, 12%, -4%, 10%, 3

Source: PubChem BioAssay

Some of the compounds tested, so the mix of outcomes need not match the whole.
